# Ins promoter up: MIN6 insulin promoter up-regulation; z-score at 5 µM; MIN6 insulin promoter-GFP reporter, high-content imaging; hits give high values; 0.3% of 190,000 active; AID 1625;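 active = z-score above 3 at 5 µM with at least 500 cells counted in the well; inconclusive = wells under 500 cells, flagged as cytotoxic or low count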
# RSV CPE inhibition: RSV antiviral activity via CPE protection, HEp-2 cells, primary 10 µM value included (AID 2391). HEp-2 cells, RSV-induced CPE inhibition; higher % means a stronger effect. CPE inhibition, % at 10 µM; hits with a dose series show IC50 in µM. 0.13% of 310,000 active; in the data active = a potency from the dose series; inconclusive = CPE inhibition mostly from about 23% at the one dose, without a potency; inactive = the rest, 99 in 100 with CPE inhibition below about 21%; note: strong numbers were not always called active
# human PMI inhibition: inhibitors of human PMI, primary screen, biochemical, fluorescence intensity, coupled assay (AID 1209). purified PMI enzyme, coupled fluorescence intensity; higher % means a stronger effect. inhibition, % at 20 µM, or IC50 in µM where a hit was titrated. 0.42% of 190,000 active;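 note: plate controls were DMSO vehicle for no effect and wells lacking substrate for full effect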
# ER stress rescue: rescue of cells from ER stress-induced death, primary screen, 384-well, CSM14.1, thapsigargin, ATP luminescence (AID 1222); one-dose cellular ATP content (survival), % at 20 µM; EC50 in µM for titrated hits; 190,000 tested, under 10 active; CSM14.1 thapsigargin-induced death rescue, ATP luminescence; higher % means a stronger effect;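 active = EC50 below 50 µM in the dose-response confirmation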;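 note: death triggered by thapsigargin at about 15 µM added after 2 h compound pretreatment; cell ATP read after overnight thapsigargin exposure of roughly 18 to 22 hours; normalized against plate controls of thapsigargin alone and 5% DMSO vehicle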
# PMI inhibition: human PMI inhibitors, high substrate, primary screen, biochemical, fluorescence intensity, high mannose 6-phosphate (AID 1220) | recombinant PMI enzyme, coupled fluorescence intensity; higher % means a stronger effect | inhibition, % at 20 µM; hits with a dose series show IC50 in µM | 0.66% of 190,000 active
# Large T inhibition: SV40 large T antigen inhibitors, biochemical (AID 1903); SV40 large T antigen ATPase/helicase inhibition assay; higher % means a stronger effect; inhibition, % at 20 µM; hits with a dose series show IC50 in µM; 0.39% of 310,000 active; in the data active = a potency from the dose series; inconclusive = inhibition mostly from about 32% at the one dose, without a potency; inactive = the rest, 99 in 100 with inhibition below about 32%; note: strong numbers were not always called active
# TNAP activation fold: human TNAP enzyme activators, primary screen, biochemical, luminescent, no phosphate acceptor, uHTS (AID 1001); purified TNAP, luminescent activation assay, no phosphate acceptor; higher activation fold means a stronger effect; one-dose activation fold at 20 µM; EC50 in µM for titrated hits; 0.03% of 200,000 active; in the data active = activation fold from about 3, or a potency from the dose series; inactive = the rest, 99 in 100 with activation fold below about 1.6; note: many of its hits are not listed in these tables
# Salmonella PhoP GFP: inhibitors of PhoP regulon expression, primary screen, Salmonella Typhimurium, GFP reporter (AID 1863). S. Typhimurium PhoP-regulated promoter GFP reporter, 4 h; higher % means a stronger effect. inhibition, % at 50 µM; hits with a dose series show IC50 in µM. 0.16% of 300,000 active;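 active = inhibition over 29.93%, a cutoff 3 SD above the screen mean, later confirmed by dose response; inconclusive = inhibition over 29.93% but no dose response follow-up; inactive = inhibition at most 29.93% or unconfirmed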;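 note: 0% = low Mg2+ inducing control and 100% = high Mg2+ repressing control; strong numbers were not always called active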
# West Nile antiviral: inhibition of WNV-induced cytopathic effect – cell-based, CPE readout (AID 1621) | West Nile virus-infected cells, CPE inhibition; higher % means a stronger effect | CPE inhibition, % at 10 µM; hits with a dose series show IC50 in µM | 0.02% of 290,000 active; in the data active = a potency from the dose series; inconclusive = CPE inhibition mostly from about 3.7% at the one dose, without a potency; inactive = the rest, 99 in 100 with CPE inhibition below about 2.2%; note: strong numbers were not always called active
# Ins promoter up cell count: second read-out of Ins promoter up, no call of its own (marks repeat the call); cell count; measured here: cytotoxicity, nuclei count;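 total cells summed across four imaged fields per well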
# * hit, by the source's call; ? = inconclusive; . = no result given. Cut-off read from the data, not from the text of the source, unless noted: active = inhibition above about 50%; inactive = the rest.
no.	compound	Ins promoter up	Ins promoter up cell count	RSV CPE inhibition	human PMI inhibition	ER stress rescue	PMI inhibition	Large T inhibition	TNAP activation fold	Salmonella PhoP GFP	West Nile antiviral
1	O=C(CN1CCN(Cc2ccc(F)cc2Cl)CC1)NCc1ccccc1	.	.	0.0%	.	.	.	23%	.	9%	-1.2%
2	COc1ccc([N+](=O)[O-])cc1NC(=O)c1ccc(N2C(=O)CCC2=O)cc1	0.04	871	-0.6%	.	.	.	6%	.	6%	0.0%
3	C[C@H](NC(=O)c1ccco1)C(=O)Nc1ccc2c(c1)OCO2	1.1	1652	-0.1%	-23%	-1.0%	41%	1%	1.1	5%	0.0%
4	COc1ccccc1NC(=O)Cc1nnc(SCC(=O)Nc2nccs2)n1C	.	.	1.3%	.	.	.	11%	.	9%	0.0%
5	CCOc1ccccc1CN1CCNC(=O)C1CC(=O)NCc1ccccn1 (stereo not given)	.	.	0.6%	.	.	.	3%	.	-2%	0.1%
6	Cc1cc(C(=O)NCCc2ccc(Cl)cc2)no1	.	.	1.8%	-7%	-0.3%	1%	8%	1.1	1%	0.5%
7	O=C(Cc1cccs1)Nc1cccc(-c2ccc3nncn3n2)c1	-0.93	1050	1.8%	-5%	5.2%	-6%	13%	1.1	-4%	.
8	CN(C)NC(=O)c1csnc1-c1c(Cl)cccc1Cl	.	.	1.4%	.	.	.	1%	.	5%	0.3%
9	CC1(C)CC(=O)C2=C(C1)Nc1ccccc1NC2c1ccccn1 (stereo not given)	0.6	1083	0.9%	5%	2.4%	1%	8%	1	-6%	-0.1%
10	CC(C)OC(=O)C(NC(=O)c1ccccc1)=C1CCCCC1	0.4	1303	1.2%	6%	-0.2%	5%	10%	1	3%	-0.8%
11	CCCC1(C(=O)OCC)NC(c2ccc(N(C)C)cc2)C2C(=O)N(c3ccc(F)cc3)C(=O)C21 (stereo not given)	1.3	1207	3.1%	11%	0.8%	9%	12%	1	-4%	-0.4%
12	CCOC(=O)C1CCCN(C(=O)c2cc3ncc(Br)cn3n2)C1 (stereo not given)	0.63	1266	-0.6%	1%	1.1%	-4%	1%	1.1	2%	0.2%
13	COc1ccc(C(CCNC(C)c2ccccc2)c2ccc(F)cc2)cc1 (stereo not given)	.	.	9.9%	23%	-1.6%	11%	-2%	1.2	-1%	-1.6%
14	O=C(c1cc2cc(F)ccc2[nH]1)N1CCC(Cc2ccccc2)CC1	.	.	16%	.	.	.	3%	.	15%	-1.6%
15	CN(C)c1ccc(/C=N\Nc2ccccn2)cc1	.	.	1.2%	.	.	.	19%	.	2%	-1.5%
16	Cc1ccc(NC2CCCN(C(=O)c3cccc(-c4ncc[nH]4)c3)C2)cc1C (stereo not given)	.	.	2.1%	.	.	.	14%	.	-2%	-0.3%
17	CN(Cc1ccno1)C(=O)CC1C(=O)NCCN1CC(c1ccccc1)c1ccccc1 (stereo not given)	0.77	1431	2.7%	3%	-0.8%	44%	3%	1	3%	-0.2%
18	O=C(NCCc1nnc2ccc(N3CCCCCC3)nn12)c1ccccc1F	.	.	2.4%	.	.	.	10%	.	3%	0.8%
19	C=CCn1c(SCC(=O)NC2CC2)nc2sc(CC)cc2c1=O	-0.27	1201	1.6%	7%	-1.0%	11%	16%	1.1	3%	-1.2%
20	O=C(COc1cccnc1[N+](=O)[O-])N1CCN(S(=O)(=O)c2ccc3ccccc3c2)CC1	.	.	9.7%	12%	-1.5%	7%	5%	1	-16%	-1.0%
21	CC(=O)N1CCc2cc(NS(=O)(=O)c3cccs3)ccc21	0.34	1276	2.1%	-9%	.	-4%	2%	1	14%	0.4%
22	COc1ccc(CN(Cc2ccc(C(=O)O)cc2)C(=S)Nc2ccccc2F)cc1OC	0.96	1346	1.4%	9%	-7.6%	11%	8%	1	-2%	1.4%
23	Cc1ccc(S(=O)(=O)NC(=O)c2ccccc2)cc1C(C)C	-1	1548	1.8%	-10%	0.7%	-6%	4%	1.1	-1%	0.0%
24	COc1ccc(/C=C2\SC(=S)N(CCC(=O)N3CCOCC3)C2=O)cc1	.	.	2.0%	.	.	.	1%	.	-8%	?
25	COCCn1c(SCC(=O)c2cc(C)n(C)c2C)nc2ccccc2c1=O	-0.19	1345	4.6%	6%	0.5%	-2%	-1%	1.1	-4%	-0.1%
26	CCOC(=O)C1CCN(Cc2cccc(Oc3ccccc3)c2)CC1	.	.	0.2%	.	.	.	7%	.	5%	-0.2%
27	CCCc1nc2oc3ccccc3c(=O)c2c(=O)n1CCCOC	0.84	1498	0.9%	.	.	.	5%	.	2%	-0.4%
28	CN(Cc1ccc(-n2cccn2)cc1)C(=O)c1cnn2c1NC(c1ccco1)CC2C(F)(F)F (stereo not given)	-0.05	1582	.	10%	-0.3%	3%	11%	1.2	-4%	0.0%
29	Nc1[nH][nH]c(=O)c1N=Nc1cccc(Cl)c1	-0.19	1532	?	2%	-0.9%	0%	25%	1.3	0%	-0.5%
30	O=C(Nc1cccs1)Nc1ccc(Br)cc1F	0.91	887	1.5%	15%	-4.2%	9%	5%	1.1	2%	-1.3%
31	COCCCNC(=S)NNC(=O)c1cccnc1	0.6	864	2.3%	10%	3.1%	10%	6%	1.1	-14%	0.3%
32	O=C(NCCCNC(=O)c1cccs1)c1cccs1	1.5	1151	1.1%	-4%	-1.8%	-2%	-9%	1	-4%	0.1%
33	CCOC(=O)Cn1c(=O)oc2cc(S(=O)(=O)NC(C)c3ccccc3)ccc21 (stereo not given)	?	.	1.6%	-4%	-0.3%	3%	0%	1	-7%	-0.2%
34	Cc1ccc(C)c(C(C)NC(=O)c2ccncc2)c1 (stereo not given)	.	.	7.8%	.	.	.	11%	.	-2%	-0.7%
35	N#Cc1cccc(Oc2ccc(-c3cnc4ccccc4n3)cc2)c1C#N	-0.3	1247	3.0%	4%	1.1%	2%	1%	1.1	-4%	-0.6%
36	CN(C)c1ccc(CNC(=O)CCNS(=O)(=O)c2cc(Br)cnc2N)cc1	.	.	0.0%	.	.	.	20%	.	2%	0.5%
37	CCOC(=O)/C=C/C(=O)OCC(=O)NC(c1ccccc1)c1ccccc1	.	.	17%	20%	-2.2%	14%	19%	0.9	-8%	-0.4%
38	COCCOCCn1c(/C=C/c2ccccc2)nc2ccccc21	-2.3	1695	-1.6%	2%	-3.3%	6%	6%	1.2	10%	-0.3%
39	COC(=O)C1CCCN1C(=O)COc1ccc(Br)cc1Cl (stereo not given)	0.21	1332	0.8%	-11%	0.7%	-14%	14%	0.9	3%	0.2%
40	CNC(=S)NC1CC2CCCC(C1)N2Cc1ccco1 (stereo not given)	-0.27	1754	1.0%	5%	-1.6%	5%	5%	1.1	21%	0.4%
41	O=C(NCc1ccc2c(c1)OCO2)c1nnc(Cc2ccc(Cl)cc2)o1	-0.16	1330	1.2%	-2%	-2.1%	-1%	5%	1.1	5%	.
42	Cc1ccc(N(CC(=O)NC2CCCC2)C(=O)CCC(=O)Nc2nc(C)cs2)cc1	.	.	1.0%	.	.	.	-6%	.	-2%	-0.9%
43	Clc1cccc(CNCCCSc2ncccn2)c1Cl	.	.	-0.8%	.	.	.	19%	.	10%	-0.1%
44	COc1cccc(-c2csc(N3CCN(CC(=O)NNC(=O)c4ccco4)CC3)n2)c1	.	.	4.0%	-2%	-0.6%	-12%	1%	2.6	2%	0.7%
45	CC1=C(C(N)=O)S(=O)(=O)c2ccccc21	0.28	842	1.6%	.	.	.	6%	.	-4%	0.8%
46	COc1ccc(CCC(C)Nc2cccc(C)c2)cc1 (stereo not given)	-0.07	1540	.	13%	4.6%	3%	30%	1.1	-5%	0.1%
47	Cc1ccc(NC(=O)CSc2nnc(NC(=O)c3ccco3)s2)cc1	-0.37	1576	-0.9%	-12%	-0.8%	-3%	25%	1	-6%	0.5%
48	COC(=O)C1=C(C)OC(N)=C(C#N)C1c1c(C)nn(C)c1C (stereo not given)	0.04	1239	5.2%	8%	-3.7%	20%	-5%	1.1	8%	-0.5%
49	CN(C(=O)c1ccc(NC(=O)c2ccco2)cc1)c1ccccc1	.	.	1.4%	.	.	.	11%	.	-6%	-0.7%
50	CC1Cc2ccccc2N1C(=O)COc1nc2ccccc2nc1N1CCOCC1 (stereo not given)	-0.61	1351	0.4%	9%	-2.1%	9%	1%	.	-12%	.
51	CCCC(CCC)=NNC(=O)c1ccccc1F	1.3	1293	-1.0%	1%	4.5%	8%	7%	1.1	-10%	0.7%
52	COc1cccc(CNC(=O)Cc2ccc(-c3ccccc3)cc2)c1	.	.	0.9%	.	.	.	5%	.	10%	-0.4%
53	CC(C)N=C1NN=C(c2cccs2)CS1	0.05	1429	0.8%	9%	-1.4%	-4%	25%	1.1	-1%	-0.2%
54	CC(C)n1cnc2c(N(C)c3ccccc3)nc(N(CCN(C)C)Cc3ccccc3)nc21	-2.6	615	-3.1%	.	.	.	9%	.	-6%	-0.5%
55	CC1(C)CC(=O)C2=C(C1)N(N1CCOCC1)C(N)=C(C#N)C2c1cccnc1 (stereo not given)	0.78	831	2.3%	-3%	7.3%	-3%	0%	1.1	-7%	0.1%
56	COc1ccccc1N/C=C/c1onc(C)c1[N+](=O)[O-]	.	.	-0.2%	-4%	-1.9%	2%	10%	0.9	-7%	-1.2%
57	CCOC(=O)N1CCN(C(=O)c2cn(CCOC)c(=O)c3c2c2ccccc2n3C)CC1	-0.27	1412	.	1%	0.9%	-1%	-18%	1.1	17%	0.5%
58	CNC(=O)Nc1ccc2nc(C)oc2c1	0.05	1117	3.9%	.	.	.	10%	.	-1%	0.1%
59	Cc1cc(=O)oc2c3c(cc(OCC(=O)NCC(=O)N[C@H](C(=O)O)C(C)C)c12)OC(C)(C)CC3	.	.	1.2%	.	.	.	4%	.	0%	-0.3%

# 5 structures already listed, arranged by formula weight, lowest first.
no.	compound	Ins promoter up	Ins promoter up cell count	RSV CPE inhibition	human PMI inhibition	ER stress rescue	PMI inhibition	Large T inhibition	TNAP activation fold	Salmonella PhoP GFP	West Nile antiviral
51	CCCC(CCC)=NNC(=O)c1ccccc1F	1.3	1293	-1.0%	1%	4.5%	8%	7%	1.1	-10%	0.7%
56	COc1ccccc1N/C=C/c1onc(C)c1[N+](=O)[O-]	.	.	-0.2%	-4%	-1.9%	2%	10%	0.9	-7%	-1.2%
49	CN(C(=O)c1ccc(NC(=O)c2ccco2)cc1)c1ccccc1	.	.	1.4%	.	.	.	11%	.	-6%	-0.7%
55	CC1(C)CC(=O)C2=C(C1)N(N1CCOCC1)C(N)=C(C#N)C2c1cccnc1 (stereo not given)	0.78	831	2.3%	-3%	7.3%	-3%	0%	1.1	-7%	0.1%
57	CCOC(=O)N1CCN(C(=O)c2cn(CCOC)c(=O)c3c2c2ccccc2n3C)CC1	-0.27	1412	.	1%	0.9%	-1%	-18%	1.1	17%	0.5%
